S100A4 MyoIIA = inhibitors of S100A4-myosin IIA peptide binding, primary screen, biochemical, fluorescence polarization, TAMRA-MyoIIA peptide; inhibition, % at 10.7 µM; 360,000 tested, 0.14% active;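 active = mean inhibition of at least 70% across replicates, with every replicate also reaching that level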
Target sequence (P26447 whole entry, looked up): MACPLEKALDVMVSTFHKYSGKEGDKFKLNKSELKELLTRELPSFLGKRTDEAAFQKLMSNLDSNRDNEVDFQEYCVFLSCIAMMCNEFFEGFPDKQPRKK
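System – human S100A4 monomer protein, biochemical binding assay · Buffer or medium – Calcium-containing HEPES buffer, pH 7.2 · Timing – 5 min between mix addition and reading · Also added – TAMRA-labelled myosin IIA heavy-chain peptide probe, 5 nM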
C2C12 statin = suppressors of statin myotoxicity in C2C12 myotubes, primary screen, cell-based, single point, plate reader; C2C12 myotubes + simvastatin, ATP luminescence, 48 h; scaled: DMSO 0, geranylgeraniol control 100; rescue of ATP level, % at 7.49 µM; 330,000 tested, 0.78% active;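 active = mean ATP rescue above about 67%, or every replicate alone reaching that limit, limit read from the data, passing the limit was not always enough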;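 also: myotubes were challenged with 10 µM simvastatin during compound exposure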
ERAP1 HTS inh = human ERAP1 aminopeptidase inhibitors, primary screen, biochemical, single point, plate reader; AID 652197, 2013; 340,000 tested, 0.15% active; recombinant ERAP1, Leu-AMC fluorescence, 60 min; inhibition, % at 10.7 µM;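 active = mean replicate inhibition of at least 30%, or all replicates individually reaching that 30% level; inactive = mean below 30% and not every replicate reaching it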;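 also: 0% = neutral control wells and 100% = L-leucinethiol positive control wells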
Target sequence (Q9NZ08 whole entry, looked up): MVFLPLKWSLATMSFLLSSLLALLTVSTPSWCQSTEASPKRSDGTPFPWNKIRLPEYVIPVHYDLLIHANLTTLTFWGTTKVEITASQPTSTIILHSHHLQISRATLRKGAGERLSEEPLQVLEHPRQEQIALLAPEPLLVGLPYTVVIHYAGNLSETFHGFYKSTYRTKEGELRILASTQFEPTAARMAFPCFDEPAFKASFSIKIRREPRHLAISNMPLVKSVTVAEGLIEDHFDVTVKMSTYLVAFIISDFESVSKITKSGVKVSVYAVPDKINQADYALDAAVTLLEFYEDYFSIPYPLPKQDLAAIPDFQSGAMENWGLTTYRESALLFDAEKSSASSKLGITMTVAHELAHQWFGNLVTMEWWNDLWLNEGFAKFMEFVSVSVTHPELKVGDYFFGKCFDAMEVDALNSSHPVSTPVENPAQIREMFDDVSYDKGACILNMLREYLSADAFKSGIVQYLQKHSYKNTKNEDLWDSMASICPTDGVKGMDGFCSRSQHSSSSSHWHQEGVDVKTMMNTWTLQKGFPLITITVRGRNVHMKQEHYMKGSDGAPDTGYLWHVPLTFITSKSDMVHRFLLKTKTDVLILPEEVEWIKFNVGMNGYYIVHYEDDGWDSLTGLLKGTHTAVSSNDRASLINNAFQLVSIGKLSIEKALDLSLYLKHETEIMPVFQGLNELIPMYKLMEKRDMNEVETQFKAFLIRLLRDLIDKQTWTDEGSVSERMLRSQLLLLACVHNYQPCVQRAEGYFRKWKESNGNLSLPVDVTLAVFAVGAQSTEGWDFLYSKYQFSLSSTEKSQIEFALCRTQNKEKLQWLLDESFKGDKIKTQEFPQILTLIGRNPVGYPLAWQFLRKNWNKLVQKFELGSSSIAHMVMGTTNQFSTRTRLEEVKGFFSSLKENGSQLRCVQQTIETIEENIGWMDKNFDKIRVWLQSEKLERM
Cneo AK release = Cryptococcus neoformans cell lysis inducers, primary screen, AK release luminescence, single concentration | C. neoformans lysis, adenylate kinase release luminescence, 4 h; normalised: neutral wells 0, clomiphene wells 100 | lysis activity, % at 15 µM | 360,000 tested, 0.2% active;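 active = mean lysis activity across replicates of at least 80%, whatever share of replicates individually reach that level; inactive = mean lysis activity below 80%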
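Material: C. neoformans cells | Amount: Yeast cell density of 5 × 10^6 cells/mL | Medium: Fresh YPD growth medium | Dosing: Single dose | Times: Static 4 h at 37 °C with compound, 1 h detection | Detection: AK luminescence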
SIRT5 block = SIRT5 desuccinylase inhibitors, primary screen, biochemical, fluorescence imaging, single point, set 5 | NAD-dependent protein deacylase sirtuin-5, mitochondrial (Homo sapiens), Q9NXA8 | Purified SirT5, succinyl-peptide AMC, trypsin-coupled fluorescence | inhibition, % at 15 µM | 330,000 tested, 1.1% active | AID 652115, 2013; in the data active = inhibition above about 15%
LGR2 antag = inhibitors of bursicon-induced LGR2 CRE-luciferase signal, primary screen, cell-based, HEK293, CRE-luciferase reporter, bursicon stimulation. bursicon-stimulated, 4 h. inhibition, % at 9.99 µM. AID 720647, 2013. 380,000 tested, 0.35% active;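 active = drop in luminescence signal, shown as inhibition above about 50% in the replicate tests, limit read from the data, passing the limit was not always enough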;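 also: agonist challenge used bursicon conditioned medium at about half maximal strength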
PGC1a acetyl inh = inhibitors of PGC1a acetylation signal, primary screen, cell-based, U2OS, AlphaScreen, inhibitor mode | AlphaScreen anti-acetyl-lysine; with virally co-expressed GCN5 acetyltransferase | inhibition, % at 15.6 µM | 350,000 tested, 0.17% active | AID 651687, 2012;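 active = every replicate shows inhibition of at least 40%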;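 also: 0% = neutral control wells and 100% = positive control wells; some results beyond the cut were filed as inactive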
XiGFP reactiv = activators of inactive X chromosome reactivation, primary screen, imaging, XiGFP fibroblasts, GFP high-content imaging, set 2 | XiGFP mouse fibroblasts, % GFP-positive cells imaging, 3 d; cells co-treated with 5-aza-dC sensitizer; scaled so ellipticine positive control = 100% | activation, % at 7.58 µM | 360,000 tested, 0.055% active | AID 743238, 2013;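 active = mean normalized replicate activation at least 10% and every replicate at or above 10%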;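 also: 0% = median of on-plate neutral control wells and 100% = ellipticine 6 µM median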
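System: 68-5-11 XiGFP fibroblast line; Timing: 3 days compound exposure; Compound dosing: one concentration, pinned; Benchmarks: positive control ellipticine, 6 µM final; Buffer or medium: DMEM containing 5-aza-dC.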
An asterisk follows results filed as active; nt = not tested or not shown. This is a subset; the hit share may differ from the screen's.

(1) O=C(c1cccc(F)c1)N1CCCCN2[C@@H](CO)[C@@H](c3ccc(-c4cccnc4)cc3)[C@@H]2C1
(2) Cc1cccc(-n2[nH]c(C)c(C=Nc3ccc4[nH]c(=O)[nH]c4c3)c2=O)c1
(3) Cc1cccc(NC(=S)N2CCC(C(=O)c3ccc(F)cc3)CC2)c1C
(4) Cn1c(CNC(=O)C(Cc2ccccc2)NC(=O)c2ccccc2)cc(=O)n(C)c1=O (configuration not stated)
(5) CCNC(=O)C[C@@H]1CC[C@H](NC(=O)C2CCC2)[C@H](CO)O1
(6) CNC[C@@H]1Oc2c(NC(=O)C3CCCCC3)cccc2C(=O)N([C@H](C)CO)C[C@H]1C
(7) CC1(C2CC2)NC(=O)N(CC(=O)Nc2ccc(C(F)(F)F)cc2)C1=O (configuration not stated)
(8) COc1ccc(-c2cccc(C3CC=CC4C3C(=O)N(Cc3ccccc3)C4c3ccc4ccccc4c3)c2)cc1 (configuration not stated)
Screen / compound no.,1,2,3,4,5,6,7,8
S100A4 MyoIIA,nt,-10,0,-5,7,-5,1,-3
C2C12 statin,nt,-5,nt,-16,-2,-12,-52,-3
ERAP1 HTS inh,2,-3,-4,3,1,-1,-1,0
Cneo AK release,-1,2,nt,0,0,7,0,2
SIRT5 block,1,-7,1,-3,12,2,2,nt
LGR2 antag,18,-1,1,4,7,2,-2,10
PGC1a acetyl inh,2,10,-6,nt,3,17,5,nt
XiGFP reactiv,0.1,-0.3,nt,0.1,0.2,0.2,-0.2,0.5

(9) Cc1nc(C#N)c(N/N=C/c2cccc(Cl)c2)o1
(10) CNc1nc(OCC(F)(F)F)nc(OCC(F)(F)F)n1
(11) CCCNC(=O)N(C)C[C@@H]1Oc2ncc(-c3ccccc3)cc2C(=O)N([C@@H](C)CO)C[C@@H]1C
(12) O=C(Nc1ccccc1)c1ccc2ccccc2n1
(13) CO[C@H]1CN(C)C(=O)c2cc(NC(=O)C3CC3)ccc2OC[C@@H](C)N(C)C[C@H]1C
(14) C[C@H](CO)N1C[C@H](C)[C@@H](CN(C)C(=O)c2ccccc2)Oc2cc(C3=CCCCC3)ccc2S1(=O)=O
(15) CCCCN(CCCC)Cc1cc(=O)oc2cc(C)c(Cl)cc12
(16) O=C(CSC1=NS(=O)(=O)c2ccccc2N1)Nc1cccc(F)c1
Screen / compound no.,9,10,11,12,13,14,15,16
S100A4 MyoIIA,7,2,4,-2,-42,0,-2,-3
C2C12 statin,-16,nt,6,14,11,-63,10,-3
ERAP1 HTS inh,0,nt,0,-2,1,0,1,0
Cneo AK release,-1,8,-2,-6,-8,0,11,nt
SIRT5 block,-1,-7,-2,-6,2,3,-5,-2
LGR2 antag,-67,1,-34,-65,-12,20,-19,4
PGC1a acetyl inh,-2,1,-1,-1,5,1,-11,nt
XiGFP reactiv,0.0,0.1,-1.2,0.1,0.0,-1.0,-0.1,-0.3

The closing 2 records of the part above open the next one:
(15) CCCCN(CCCC)Cc1cc(=O)oc2cc(C)c(Cl)cc12
(16) O=C(CSC1=NS(=O)(=O)c2ccccc2N1)Nc1cccc(F)c1
(17) Cc1noc(C)c1S(=O)(=O)Nc1ccc2c(c1)C(=O)N([C@@H](C)CO)C[C@@H](C)[C@@H](CN(C)C(=O)NC(C)C)OCCCC[C@@H](C)O2
(18) O=C1NC[C@H](Cc2ccccc2)N(C[C@H]2CCCN2C[C@H](Cc2ccc(O)cc2)N2C[C@H](Cc3ccc(O)cc3)N(CC3CCCCCC3)C(=O)C2=O)C1=O
(19) CCC(=O)N1[C@H](CO)[C@@H](c2ccccc2)C12CN(C(=O)c1ccc3c(c1)OCO3)C2
(20) COc1ccc(NC2CCCN(C(=O)c3oc(C)cc3C)C2)cc1OC (configuration not stated)
(21) C[C@@H]1CCCCO[C@H](CN(C)C(=O)c2ccncc2)[C@H](C)CN([C@@H](C)CO)C(=O)c2cc(NC(=O)CCC(F)(F)F)ccc2O1
(22) O=C(COc1ccccc1Cl)c1ccc[nH]1
(23) CC(C)c1ccc(C(=O)NCCCN2CCN(CCCNC(=O)c3ccc(C(C)C)cc3)CC2)cc1
(24) O=S(=O)(NCc1ccccc1)c1ccc(S(=O)(=O)N(Cc2ccccn2)Cc2ccco2)cc1
Screen / compound no.,15,16,17,18,19,20,21,22,23,24
S100A4 MyoIIA,-2,-3,-5,12,3,0,nt,-2,1,nt
C2C12 statin,10,-3,nt,-1,nt,-9,nt,nt,nt,-6
ERAP1 HTS inh,1,0,1,1,1,-2,nt,3,3,nt
Cneo AK release,11,nt,-6,3,nt,3,1,nt,nt,-1
SIRT5 block,-5,-2,0,-1,-1,-1,nt,0,-7,nt
LGR2 antag,-19,4,1,9,12,6,5,-32,-13,9
PGC1a acetyl inh,-11,nt,20,2,0,-4,-2,0,2,-12
XiGFP reactiv,-0.1,-0.3,0.3,0.4,0.1,0.0,0.0,0.2,0.2,nt

(25) CSc1ncccc1C(=O)OCC(=O)c1ccc(Cl)s1
(26) CC(C)NC(=O)Nc1ccc2c(c1)C(=O)N([C@H](C)CO)C[C@H](C)[C@H](CN(C)S(=O)(=O)c1cccs1)OCCCC[C@@H](C)O2
(27) CC=Cc1ccc2n(c1=O)C[C@@H]1[C@@H](CO)[C@H](C(=O)NCCC)N(CC3CCOCC3)[C@H]21 (mixture of isomers)
(28) O=C1CN(C(=O)COC(=O)c2ccccc2O)c2ccccc2N1
(29) CCOc1cc(C(=O)NCC(C)(C)CNC(=O)c2cc(OCC)c(OCC)c(OCC)c2)cc(OCC)c1OCC
(30) N#CCC(=O)c1ccccc1Oc1ccc(Cl)cc1
(31) CCO[C@@H]1OC(C(=O)NCc2ccccc2)=C[C@H](c2ccc3c(c2)OCO3)[C@H]1CCCO
(32) Cc1noc(C)c1S(=O)(=O)N(C)C[C@@H]1Oc2ccc(NC(=O)C3CC3)cc2CC(=O)N([C@@H](C)CO)C[C@@H]1C
Screen / compound no.,25,26,27,28,29,30,31,32
S100A4 MyoIIA,-4,2,11,1,-3,-1,-1,-1
C2C12 statin,15,nt,4,7,nt,nt,6,-27
ERAP1 HTS inh,0,4,0,-1,5,-4,1,-1
Cneo AK release,-2,0,1,2,0,nt,0,-1
SIRT5 block,5,5,0,-1,7,0,-3,2
LGR2 antag,nt,-1,3,12,9,-16,18,-3
PGC1a acetyl inh,-12,-1,nt,-1,-4,nt,5,-1
XiGFP reactiv,0.3,0.0,0.0,0.1,0.0,0.0,0.0,0.2

(33) COc1ccc(Cn2ccnc2CO)cc1[N+](=O)[O-]
(34) Cc1cc(NS(=O)(=O)c2ccc(NC(=S)NCc3ccccc3)cc2)no1
(35) O=C(Cn1c(=O)oc2ccccc21)Nc1ccc(Cl)cc1Cl
(36) O=S(=O)(Cc1ccccc1)CS(=O)(=O)Cc1ccccc1
(37) CC(C)(C)c1ccc(C(=O)O)c(C(=O)c2ccccc2)c1
(38) COc1cc(C(=O)N/C(=C\c2cn(C)c3ccccc23)C(=O)N2CCN(C)CC2)cc(OC)c1OC
(39) CC1(C)C2([N+](=O)[O-])CN3CC1([N+](=O)[O-])CN(C2)C3C(O)C(O)C(O)CO (configuration not stated)
(40) CCCNC(=O)N1C[C@@H](C)[C@H](OC)CN(C)C(=O)c2cc(NC(=O)C3CCC3)ccc2OC[C@H]1C
Screen / compound no.,33,34,35,36,37,38,39,40
S100A4 MyoIIA,3,-5,-7,1,1,-3,0,nt
C2C12 statin,nt,9,nt,0,nt,-6,11,-2
ERAP1 HTS inh,3,-8,1,-3,-2,2,0,nt
Cneo AK release,nt,0,nt,3,nt,-2,9,nt
SIRT5 block,1,-1,0,nt,0,1,-1,nt
LGR2 antag,26,5,14,-7,6,0,15,-4
PGC1a acetyl inh,13,5,nt,-3,nt,-2,6,-10
XiGFP reactiv,-1.1,0.0,0.0,-0.1,0.0,0.1,0.0,0.5

Another view of 4 compounds above:
| # | structure | S100A4 MyoIIA | C2C12 statin | ERAP1 HTS inh | Cneo AK release | SIRT5 block | LGR2 antag | PGC1a acetyl inh | XiGFP reactiv |
| --- | --- | --- | --- | --- | --- | --- | --- | --- | --- |
| 31 | CCO[C@@H]1OC(C(=O)NCc2ccccc2)=C[C@H](c2ccc3c(c2)OCO3)[C@H]1CCCO | -1 | 6 | 1 | 0 | -3 | 18 | 5 | 0.0 |
| 32 | Cc1noc(C)c1S(=O)(=O)N(C)C[C@@H]1Oc2ccc(NC(=O)C3CC3)cc2CC(=O)N([C@@H](C)CO)C[C@@H]1C | -1 | -27 | -1 | -1 | 2 | -3 | -1 | 0.2 |
| 33 | COc1ccc(Cn2ccnc2CO)cc1[N+](=O)[O-] | 3 | nt | 3 | nt | 1 | 26 | 13 | -1.1 |
| 34 | Cc1cc(NS(=O)(=O)c2ccc(NC(=S)NCc3ccccc3)cc2)no1 | -5 | 9 | -8 | 0 | -1 | 5 | 5 | 0.0 |

The listing continues.
(41) Cc1c(Cl)cccc1NC(=O)CCN1C(=O)NC(C)(C)C1=O
(42) COc1ccccc1C#Cc1ccc([C@H]2[C@@H](CO)N3CCCCN(CCC(F)(F)F)C[C@H]23)cc1
(43) C[C@@H]1CN([C@H](C)CO)C(=O)c2cc(NC(=O)CCCCCC(=O)Nc3ccccc3N)ccc2O[C@@H](C)CCCCO[C@@H]1CN(C)C(=O)C1CCCCC1
(44) CCC1(C)CC(=O)N(c2ccc(F)c(Cl)c2)C(=O)C1
(45) COc1ccc(N(CC(=O)Nc2ccccc2OC)S(=O)(=O)c2ccc(OC)c(OC)c2)cc1
(46) COc1ccc(/C=N/Nc2c(Cl)cc(Cl)cc2Cl)cc1CN1CCOCC1
(47) C[C@H]1CCCCO[C@@H](CN(C)C(=O)Nc2ccc(C(F)(F)F)cc2)[C@@H](C)CN([C@@H](C)CO)C(=O)c2cc(NS(=O)(=O)c3cn(C)cn3)ccc2O1
(48) COc1ccc(-c2noc(CSc3nc4ccccc4c(=O)n3-c3ccc(C)cc3)n2)cc1
(49) CC(=O)NC(c1ccccc1)c1nc(-c2cccc(C(=O)O)c2)cs1 (configuration not stated)
(50) C[C@@H]1CN([C@H](C)CO)C(=O)c2ccccc2-c2ccccc2CO[C@H]1CN(C)S(=O)(=O)c1ccc([N+](=O)[O-])cc1
(51) CC1CCCC(NC(=O)CN2C(=O)c3cccnc3Oc3ccc(Cl)cc32)C1C (configuration not stated)
Screen / compound no.,41,42,43,44,45,46,47,48,49,50,51
S100A4 MyoIIA,1,-7,5,6,20,nt,-35,-3,3,7,3
C2C12 statin,-11,-9,nt,0,1,nt,nt,33,2,nt,-13
ERAP1 HTS inh,6,0,-3,-2,1,nt,3,1,5,1,2
Cneo AK release,0,-5,2,5,3,-9,0,1,1,nt,12
SIRT5 block,0,nt,6,-5,-5,nt,6,nt,-2,3,0
LGR2 antag,-8,-5,13,16,18,0,-2,5,-48,-1,5
PGC1a acetyl inh,nt,-7,2,nt,nt,0,-3,-10,11,-5,nt
XiGFP reactiv,-0.1,-0.1,-0.9,0.0,0.2,0.1,0.2,0.3,0.0,0.2,0.1
